# Screening results: PubChem BioAssay, several laboratories
# ZTA counter: blocks Epstein-Barr virus ZTA, an EBNA-1 counter-screen. ZTA-DNA binding, fluorescence polarization. 320,000 compounds, 0.15% hits. P03206. AID 2234. inhibition, % at 11 µM; in the data active means inhibition above about 33%
# LAP4 TOR yeast: alters LAP4-GFP fluorescence in TOR pathway yeast screen. S. cerevisiae LAP4-GFP multiplex, flow cytometry GFP, 3 h; median GFP as percent of DMSO wells. GFP response vs DMSO, % at 10 µM. 320,000 compounds, 0.34% hits;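 active means GFP response vs DMSO above a set limit, about the screen mean plus 3 SD, cut at about 150% in these data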
# proCasp3 act: activators of human procaspase-3. P42574. recombinant procaspase-3 D3A, Ac-DEVD-pNA absorbance 405 nm. activation, % at 8.5 µM. 330,000 compounds, 0.11% hits. AID 463141;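 active means activation above the mean of all tested compounds plus 3 SD, cut at about 21% in these data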;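 further: 0% = DMSO alone and 100% = DMSO wells spiked with extra 5 µM PC-3 D3A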
#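 Technique: 405 nm absorbance of p-nitroaniline, reads at 0 and 120 min; Test system: Procaspase-3 D3A mutant; Incubation: 1 h enzyme-compound preincubation, then 2 h substrate reaction, 25 °C; Repeats: singlicate, each compound tested once; Benchmarks: low control DMSO wells, high control DMSO plus 5 µM PC-3 D3A.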
# proCasp7 act: activates human procaspase-7, counter-screen for procaspase-3 activators; P55210; recombinant procaspase-7, Ac-DEVD-pNA absorbance 405 nm; D23A/D198A/D206A triple mutant, cannot self-cleave; scale: DMSO 0, 5 µM enzyme 100; activation, % at 8.5 µM; 330,000 compounds, 0.093% hits; AID 463210;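 active means percent activation above the screen-wide mean plus 3 SD, cut at about 25% in these data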
#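 Assay system: Uncleavable procaspase-7 mutant enzyme | Input: 2 µM procaspase-7 mutant as dispensed | Timing: 1 h compound preincubation, 2 h substrate cleavage, 25 °C | Repeats: One well per compound | Control set: DMSO wells as 0%, DMSO with 5 µM added PC-7 as 100% | Technique: Epi-absorbance of released pNA at 405 nm, two timepoints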
# AHR activator: activates the human aryl hydrocarbon receptor; P35869; AHR-responsive luciferase reporter cells, luminescence; activation, % at 5 µM; 320,000 compounds, 2.5% hits; in the data active means activation above about 47%;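 further: 0% = vehicle wells and 100% = reference agonist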
# EBNA-1 inh: blocks EBNA-1 binding to DNA. EBNA-1 DNA binding, fluorescence polarization. AID 1950. 300,000 compounds, 0.34% hits. inhibition, % at 14.8 µM; in the data active means inhibition above about 28%
# MEP2-GFP yeast: alters MEP2-GFP fluorescence in TOR pathway yeast screen | GFP response vs DMSO, % at 10 µM | S. cerevisiae MEP2-GFP strain, flow cytometry GFP, 3 h; 100% = DMSO control level | 330,000 compounds, 0.51% hits;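 active means GFP response versus DMSO above a set limit, roughly screen mean plus 3 SD, cut at about 180% in these data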;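 further: median GFP fluorescence of the barcode-gated MEP2-GFP cells per well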
# RPL19A TOR yeast: alters RPL19A-GFP fluorescence in TOR pathway yeast screen | AID 2025 | 330,000 compounds, 0.3% hits | percent response vs DMSO, % at 10 µM | S. cerevisiae RPL19A-GFP strain, flow cytometry, 3 h; stronger effect = lower value;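 active means percent response vs DMSO below 50%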;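 further: median channel GFP fluorescence of the barcoded RPL19A-GFP strain; ratio of sample median GFP to plate DMSO average so 100% = DMSO; lower means less RPL19A-GFP as with rapamycin TOR inhibition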
# * = called active by the depositor; . = not tested or not shown.
compound	proCasp7 act	proCasp3 act	MEP2-GFP yeast	ZTA counter	EBNA-1 inh	RPL19A TOR yeast	AHR activator	LAP4 TOR yeast
Cc1c(C(C)(C)O)[nH]c2ccc(C#N)cc12	8	10	89	3	-2	92	2	106
O=C(COC(=O)C1CCC(=O)N1)Nc1cccc([N+](=O)[O-])c1 (stereo unspecified)	2	10	104	.	.	101	2	98
COc1cccc(C(C2C(=O)CC(C)(C)CC2=O)C2C(=O)CC(C)(C)CC2=O)c1	-12	-4	90	0	5	98	1	92
COc1ccc(OCC(=O)Nc2ccc3c(c2)C(=O)NC3=O)cc1	-4	6	107	5	-6	113	-7	91
CCNC(=S)N/N=C/c1c(Cl)cccc1Cl	-1	-1	104	-8	-10	109	6	90
COc1cc(NC(=S)NCCc2ccccc2)c(OC)cc1NC(=O)C(C)C	21	2	100	-4	7	97	2	106
Cn1c2c(c(=O)n(C)c1=O)C(c1cccc(F)c1)C(C#N)=C(N)O2 (stereo unspecified)	5	-3	111	-3	6	106	1	.
Cc1ccc(C)c(NC(=O)c2nc(Cl)ccc2Cl)c1	0	4	98	-5	8	102	81*	126
COC(=O)/C=C1/N/C(=N\c2nc(C)cc(C)n2)N(c2ccccc2)C1=O	-5	2	114	1	-19	102	9	105
O=C(N/N=C/c1cccc2cccnc12)c1ccccc1O	5	4	91	15	-2	93	11	126

# Of the compounds above, 3 have a halogen.
compound	proCasp7 act	proCasp3 act	MEP2-GFP yeast	ZTA counter	EBNA-1 inh	RPL19A TOR yeast	AHR activator	LAP4 TOR yeast
CCNC(=S)N/N=C/c1c(Cl)cccc1Cl	-1	-1	104	-8	-10	109	6	90
Cn1c2c(c(=O)n(C)c1=O)C(c1cccc(F)c1)C(C#N)=C(N)O2 (stereo unspecified)	5	-3	111	-3	6	106	1	.
Cc1ccc(C)c(NC(=O)c2nc(Cl)ccc2Cl)c1	0	4	98	-5	8	102	81*	126

# Other records follow:
compound	proCasp7 act	proCasp3 act	MEP2-GFP yeast	ZTA counter	EBNA-1 inh	RPL19A TOR yeast	AHR activator	LAP4 TOR yeast
COCCn1c(SCC(=O)N2CCOCC2)nnc1-c1ccncc1	10	-4	99	-6	-18	100	-1	102
Cc1cccc(C)c1NC(=O)CN1C(=O)S/C(=C\c2cccn2-c2cccc(C(=O)O)c2)C1=O	-20	-3	98	-11	-1	101	-2	93
Cc1nc2ccc(NC(=O)c3cccs3)cc2c(=O)n1Cc1ccc(Cl)cc1	-4	-3	94	0	7	98	4	94
Cc1ccc(CCC(=O)Nc2cc(Cl)ccc2Cl)o1	-10	-4	104	17	0	102	-2	86
O=C(NC1CCCCC1)OCCN1CCN(Cc2ccccc2)CCC1=O	8	3	92	9	5	102	-2	122
CCCCOc1cccc(NC(=O)CSc2nccn2C)c1	3	1	102	2	3	100	4	100
CCOC(=O)C1CCCN(c2oc(-c3ccc(OC)cc3)nc2C#N)C1 (stereo unspecified)	1	4	116	-5	-9	91	14	123
Cc1ccc(C)c(NC(=O)CN(C)C(=O)c2cccc(N3C(=O)CCC3=O)c2)c1	8	1	97	0	-2	99	1	106
COc1ccccc1/C=N/NC(=O)c1ccc2c(c1)OCO2	-6	3	106	16	1	105	51*	92
Cc1ccc(-c2nn[nH]n2)o1	-13	5	109	-2	9	100	0	95

# Some entries already given with just proCasp3 act and ZTA counter.
mol,proCasp3 act,ZTA counter
Cc1ccc(CCC(=O)Nc2cc(Cl)ccc2Cl)o1,-4,17
O=C(NC1CCCCC1)OCCN1CCN(Cc2ccccc2)CCC1=O,3,9

# New compounds follow:
compound	proCasp7 act	proCasp3 act	MEP2-GFP yeast	ZTA counter	EBNA-1 inh	RPL19A TOR yeast	AHR activator	LAP4 TOR yeast
Nc1nc2nccc(-c3ccco3)n2n1	-8	-6	94	-8	10	87	1	95
Cc1c(C(=O)Nc2nccs2)oc2ccc(F)cc12	10	10	101	2	.	100	40	103
COc1ccc(-c2n[nH]c(=S)o2)c(OC)c1	-4	-3	100	-2	-5	95	5	88
CCOC(=O)CN[C@H]1CCC2C3CC=C4C[C@@H](O)CC[C@]4(C)C3CC[C@@]21C (stereo partly specified)	8	6	98	.	.	98	0	97
COc1ccc2ccccc2c1/C=N/NC(=O)c1nnn(-c2nonc2N)c1C(C)C	-196	-119	120	-2	-19	111	16	94
CC#CCC(CC#CC)c1nc2ccccc2c(=O)n1N	-7	3	106	5	3	101	4	96
CCOc1ccc(-c2csc(C3COc4ccccc4O3)n2)cc1 (stereo unspecified)	7	-5	108	6	6	106	1	108
CN(CC(=O)Nc1ccccc1C(F)(F)F)C(=O)COc1cccnc1[N+](=O)[O-]	-6	2	101	-23	-6	104	1	80

# Complete entries, looked up by structure. Values in the order: proCasp7 act, proCasp3 act, MEP2-GFP yeast, ZTA counter, EBNA-1 inh, RPL19A TOR yeast, AHR activator, LAP4 TOR yeast
# COc1ccc(-c2n[nH]c(=S)o2)c(OC)c1 as listed: -4, -3, 100, -2, -5, 95, 5, 88
# Cc1c(C(=O)Nc2nccs2)oc2ccc(F)cc12 as listed: 10, 10, 101, 2, ., 100, 40, 103
# CCOc1ccc(-c2csc(C3COc4ccccc4O3)n2)cc1 (stereo unspecified) as listed: 7, -5, 108, 6, 6, 106, 1, 108

# Some of the entries above in a different format.
# Fields – proCasp7 act, proCasp3 act, MEP2-GFP yeast, ZTA counter, EBNA-1 inh, RPL19A TOR yeast, AHR activator, LAP4 TOR yeast
- CCOC(=O)CN[C@H]1CCC2C3CC=C4C[C@@H](O)CC[C@]4(C)C3CC[C@@]21C (stereo partly specified)
    8, 6, 98, ., ., 98, 0, 97
- COc1ccc2ccccc2c1/C=N/NC(=O)c1nnn(-c2nonc2N)c1C(C)C
    -196, -119, 120, -2, -19, 111, 16, 94
- CC#CCC(CC#CC)c1nc2ccccc2c(=O)n1N
    -7, 3, 106, 5, 3, 101, 4, 96
